# Furin inhibitor – inhibitors of human furin. P09958. purified furin, fluorogenic substrate cleavage. inhibition, % at 30 µM. hit rate 0.061% among 220,000. AID 463115; in the data active = inhibition above about 25%; also: inactives centre near -15
# Cl transport mod – modulates chloride dependent transport by human KCC2; B-score of Tl+ flux slope (higher = more flux/activation; lower = inhibition) at 10 µM; Q9H2X9; KCC2 cells, thallium flux FluoZin-2 fluorescence; hit rate 2.2% among 190,000;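 active = thallium flux slope and its plate-corrected score both differing from the plate sample mean at a set confidence after two filtering rounds, in either direction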;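 also: slope of fluorescence scaled to starting intensity during 10 to 20 s after thallium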
# FXIIa inh – factor XIIa (human) inhibition | AID 800 | inhibition, % at 5 µM | purified FXIIa, Boc-QGR-AMC fluorogenic substrate, 2 h | hit rate 0.3% among 220,000 | P00748; in the data active = inhibition above about 40%;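 also: 0% = enzyme with no compound and 100% = blank without enzyme; many of its hits are not listed in these tables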
# Target sequence (P00748 20-372 limits assumed): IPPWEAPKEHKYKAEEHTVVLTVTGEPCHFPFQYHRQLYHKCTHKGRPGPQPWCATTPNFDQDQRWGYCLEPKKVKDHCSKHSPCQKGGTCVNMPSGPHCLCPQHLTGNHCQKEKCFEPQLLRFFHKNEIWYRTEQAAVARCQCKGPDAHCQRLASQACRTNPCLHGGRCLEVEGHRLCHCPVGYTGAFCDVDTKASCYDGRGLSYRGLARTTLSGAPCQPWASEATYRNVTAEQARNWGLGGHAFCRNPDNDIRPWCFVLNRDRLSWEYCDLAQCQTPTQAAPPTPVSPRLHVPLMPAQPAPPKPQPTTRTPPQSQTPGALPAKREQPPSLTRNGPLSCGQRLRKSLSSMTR
# Target sequence (P00748 373-615 limits assumed): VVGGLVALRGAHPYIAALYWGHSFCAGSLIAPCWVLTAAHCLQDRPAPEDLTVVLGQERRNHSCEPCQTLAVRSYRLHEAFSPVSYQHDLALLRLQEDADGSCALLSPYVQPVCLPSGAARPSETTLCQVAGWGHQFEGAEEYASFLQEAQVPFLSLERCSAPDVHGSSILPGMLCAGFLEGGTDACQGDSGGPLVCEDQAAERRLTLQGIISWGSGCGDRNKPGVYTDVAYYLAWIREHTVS
# hK5 inh – blocks human kallikrein 5 protease activity; Q9Y337; inhibition, % at 5 µM; hit rate 0.59% among 210,000; recombinant hK5, fluorogenic AMC substrate cleavage; AID 873;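 active = inhibition of 40% or more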;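 also: 0% = enzyme controls without compound and 100% = no-enzyme blanks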
# Target sequence (Q9Y337 67-293 limits assumed): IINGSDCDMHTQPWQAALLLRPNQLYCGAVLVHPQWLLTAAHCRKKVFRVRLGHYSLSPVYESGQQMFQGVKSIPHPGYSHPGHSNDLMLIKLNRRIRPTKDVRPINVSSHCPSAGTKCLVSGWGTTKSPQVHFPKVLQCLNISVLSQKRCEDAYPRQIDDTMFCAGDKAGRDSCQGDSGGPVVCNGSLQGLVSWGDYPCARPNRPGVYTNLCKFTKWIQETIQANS
# FXIa inh 1536 – factor XIa (human) inhibition. P03951. hit rate 0.14% among 220,000. AID 798. purified FXIa, Boc-Glu-Ala-Arg-AMC fluorogenic substrate. inhibition, % at 5 µM;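 active = inhibition of at least 40%; inactive = inhibition below 40%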;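 also: fluorescence of freed AMC excited at 355 nm; 0% = enzyme without compound and 100% = no enzyme blank; many of its hits are not listed in these tables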
# Calpain2 inh – calpain II (pig) inhibition; inhibition, % at 16 µM; purified calpain II, fluorogenic peptide substrate, 30 min; hit rate 0.37% among 220,000;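 active = inhibition above about 50%, limit read from the data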
# thrombin 1536 – thrombin (human) inhibition; P00734; alpha-thrombin, Boc-VPR-AMC fluorogenic substrate cleavage; inhibition, % at 5 µM; hit rate 0.26% among 220,000; AID 1046;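 active = inhibition at or above 40%; inactive = inhibition below 40%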;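 also: 0% = enzyme with no compound and 100% = wells without enzyme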
#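 System – human alpha-thrombin · Medium – pH 7.5 Tris (50 mM) with NaCl 150 mM, Tween 20 0.05% · Compound – single-point dosing at 5 µM, 0.2% DMSO · Incubation – enzyme reaction carried out at room temperature · Technique – fluorescence of released AMC, ex 355 nm, em 460 nm · Read-out basis – % inhibition of thrombin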
# Rad51 HR inh – blocks human Rad51 in homologous recombination. Q06609. hRad51 DNA strand exchange, fluorescence dequenching. inhibition, % at 10 µM. hit rate 0.085% among 200,000;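 active = inhibition above 40% at the single screening dose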;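 also: 0% = DMSO control wells and 100% = blanks with heterologous ssDNA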
#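 material = hRad51 filaments on single-stranded DNA | reagent = Donor/quencher-labelled 47-bp dsDNA substrate | compound = 10 µM final, single point | schedule = strand-exchange reaction 15 min at room temperature | measured by = fluorescein emission 520 nm, excitation 485 nm | read-out basis = % inhibition versus plate control and blank means | benchmarks = plate controls and plate blanks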
# PERK inh – inhibitors of human PERK kinase; Q9NZJ5; CHO PERK-DD fusion, SEAP luminescence translation reporter; inhibition, % at 5.6 µM; hit rate 0.17% among 220,000; AID 1416;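 active = inhibition above the mean inhibition of all tested compounds plus 3 SD, set separately per screening campaign, cut at about 2.9% in these data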;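 also: PERK kinase domain activated by AP20187 dimerizer at 100 nM; 0% = DMSO with dimerizer and 100% = rapamycin at 8.4 µM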
# Numbers without * were called inactive; i = inactive; x = no result given; [ ] = another dose, or the depositor's remark.
No.	SMILES	FXIa inh 1536	Cl transport mod	Furin inhibitor	hK5 inh	Calpain2 inh	FXIIa inh	Rad51 HR inh	PERK inh	thrombin 1536
1	CC(NS(=O)(=O)c1ccc([N+](=O)[O-])cc1)C(c1cccs1)N1CCOCC1 (centres undefined)	-5	0.19	-24	-9	-15	3	-1	-0.7	-12
2	CC(NC(=O)C12CC3CC(C1)CC(n1cncn1)(C3)C2)C12CC3CC(CC(C3)C1)C2 (centres undefined)	7	-0.41	-31[20 µM]	0	12	5	-5	0.7	4
3	O=C(NNc1ccc(F)cc1F)C1CCC1	1	0.12	-20	1	9	3	2	0.7	0
4	COc1ccc(-n2c(Cc3cccn3C)nnc2SCC(=O)Nc2ccccc2OC)cc1	-3	-0.31	-16	-10	12	8	0	0.0	22
5	Cc1cccc(OCc2nnc(SCC(=O)Nc3ncc(C)s3)o2)c1	0	0.0049	-31	1	-6	x	-6	0.4	-2
6	CCS(=O)(=O)N1CCN(c2ccccc2F)CC1	-1	0.48	-19[20 µM]	11	-1	-3	3	0.2	-3
7	O=c1oc(-c2cccnc2)nc2ccccc12	3	-1.1	-24	9	10	-3	x	0.4	82*
8	O=C(COc1ccc(S(=O)(=O)N2CCCCC2)cc1)NC1CCCCC1	-1	x	15[20 µM]	-2	-1	-1	20	1.3	-10
9	Fc1ccc(-c2nnc(CN3CCN(c4ncc(C(F)(F)F)cc4Cl)CC3)o2)cc1	6	-0.39	-7[20 µM]	4	8	19	-1	0.4	2
10	COc1cc(C(=O)N2CCN(S(=O)(=O)c3ccc(F)cc3)CC2)cc(OC)c1OC	-16	x	-15[20 µM]	-31	-15	6	3	-1.5	-1
11	O=C(c1cc2nc(-c3ccccc3)cc(-c3ccccc3)n2n1)N1CCCC1	-3	0.69	-18	-7	-127	4	x	1.0	-3
12	CCCC1CCC(=NNS(=O)(=O)c2ccc(C)c([N+](=O)[O-])c2)CC1 (centres undefined)	5	-3.2	-25	-7	5	11	4	1.2	0
13	COc1ccccc1Oc1c(C)oc2c(CN3CCN(C)CC3)c(O)ccc2c1=O	-8	x	-13	-67	i	-10	x	0.0	-9
14	COc1ccc(OCC(=O)N/N=C/C=C/c2ccccc2)cc1	0	-1.7	10	-3	28	7	25	0.0	0
15	C/C(=N/NC(=O)CN1CCN(Cc2ccccc2Cl)CC1)c1ccco1	0	-1.1	-24	1	-17	9	x	0.3	-4
16	N#C/C(=C\c1cccc([N+](=O)[O-])c1)C(=O)Nc1cccnc1	11	-0.92	-20	-15	28	5	11	0.7	-1
17	Cc1cc(NC(=O)Nc2ccc(F)c(Cl)c2)no1	4	x	-4[20 µM]	-7	5	21	-2	0.4	5
18	O=C(OC1CCCCC1)c1ccc(NC(=O)C2CCCCC2)cc1	2	-0.29	-10[20 µM]	-13	34	14	2	-0.4	2
19	CCC(=O)Nc1cccc(NC(=O)CSc2nnnn2C2CCCC2)c1	-12	-0.032	-35	-11	23	-1	9	0.1	-11
20	Cc1c(O)c(CN2CCCC2)cc2c1oc(=O)c1ccccc12	0	-0.17	-15	-25	-39	17	-6	-1.5	-11
21	CCOC(=O)C1=C(C)NC2=C(C(=O)C(C(=O)OC)C(C)C2)C1c1ccc(OC)c(O)c1 (centres undefined)	-2	0.0099	-10	9	-22	8	5	0.8	-7
22	Cc1nn(Cc2ccccc2Cl)c2sc(C(=O)NC(C)(C)C)cc12	1	-0.7	-7[20 µM]	-5	-49	11	-4	-1.9	2
23	N#Cc1nc(-c2ccc(F)cc2)oc1N1CCCC1	-1	-5.7*	-36	-3	i	3	x	0.6	-2
24	CCN(CC)c1ccc(CC(=O)NC(C)Cc2ccccc2)cc1 (centres undefined)	7	-0.8	-23[20 µM]	-18	-31	16	-4	-0.1	0
25	Cn1c(=O)n(C)c2cc([N+](=O)[O-])c(N3CCN(C(=O)c4cccc(F)c4)CC3)cc21	-4	0.48	2	10	-10	0	-9	-0.4	6
26	O=C(COc1ccc2c(c1)C(=O)CC1(CCCCC1)O2)NCc1ccccn1	-5	-0.09	-23	-10	i	-3	-1	-0.5	1
27	COc1ccc(NC(=O)c2cc3c(Cl)nc4ccccc4c3s2)c(OC)c1	-1	1.2	-13	-22	-35	1	7	0.4	-10
28	O=C(O)C1(NS(=O)(=O)c2ccc(Cl)cc2)CCCCC1	-9	-0.83	-8[20 µM]	-16	-13	9	-8	0.2	5
29	CC12C=CC3(O1)C(C(=O)N(c1cccnc1)C3C(=O)NC1CCCCC1)C2C(=O)Nc1ccccc1 (centres undefined)	2	-0.73	-21[20 µM]	72*	6	24	2	-0.4	11
30	CC1CC(C)CN(C(=O)c2ccc(CSc3nc4ccncc4[nH]3)cc2)C1 (centres undefined)	3	-0.0065	-19	-11	15	9	x	0.3	13

# Two compounds picked at random from those above, as already listed:
No.	SMILES	FXIa inh 1536	Cl transport mod	Furin inhibitor	hK5 inh	Calpain2 inh	FXIIa inh	Rad51 HR inh	PERK inh	thrombin 1536
8	O=C(COc1ccc(S(=O)(=O)N2CCCCC2)cc1)NC1CCCCC1	-1	x	15[20 µM]	-2	-1	-1	20	1.3	-10
17	Cc1cc(NC(=O)Nc2ccc(F)c(Cl)c2)no1	4	x	-4[20 µM]	-7	5	21	-2	0.4	5

# More results follow:
No.	SMILES	FXIa inh 1536	Cl transport mod	Furin inhibitor	hK5 inh	Calpain2 inh	FXIIa inh	Rad51 HR inh	PERK inh	thrombin 1536
31	Cc1cccc(NC(=O)N2CCC(NC(=O)c3ccccc3C)CC2)c1	-3	-1.1	-13	-19	-27	9	3	0.3	-3
32	CCOC(=O)CN1C(=O)C(CC)Oc2ccc(Cl)cc21 (centres undefined)	-4	-0.42	-25	5	10	1	-2	0.5	-5
33	Cc1ccc(C2=N/C(=C\N3CCCCC3)C(=O)O2)cc1	3	-1.2	4[20 µM]	-15	22	-3	-1	0.0	-6
34	Cc1nn(Cc2ccc(C(=O)N3N=C(C(F)F)CC3(O)C(F)F)cc2)c(C)c1[N+](=O)[O-] (centres undefined)	-7	0.14	-1[20 µM]	-3	-11	18	5	-2.0	1
35	COc1ccc(-n2nnnc2S(=O)(=O)Cc2ccc(C(=O)O)cc2)cc1	-2	-0.66	-19[20 µM]	-18	-44	6	0	0.5	-11
36	CC(=O)N1c2ccccc2N2C(c3c(C)c(C)cc(C)c3C)=NON12	0	-0.87	-13	-4	9	6	4	0.5	47*
37	O=C(Nc1ccc(CN2CCCCC2)cc1)c1cc(Br)ccc1Cl	-6	1.3	-22	x	-19	7	x	0.9	-7
38	S=C(Nc1ccc2nsnc2c1)N1CCCCCC1	-1	0.23	-26	-5	-20	13	-9	0.5	6
39	O=C(COC(=O)CCS(=O)(=O)c1ccc(Cl)cc1)Nc1ncc(Cl)cc1Cl	7	x	-25	-11	-123	-4	3	0.4	-2
40	COc1ccc(C2CC(c3cccs3)=NN2S(C)(=O)=O)cc1 (centres undefined)	-1	x	-11	-4	-16	5	0	2.2	-4
41	CC(=O)NC(=S)Nc1ccc(NC(=O)COc2ccc(C(C)C)cc2)cc1	7	-0.069	-13	-8	-9	8	x	-0.6	-4
42	Cc1nn(C)cc1/C=N\NC(=O)c1ccc(Cn2cc(Cl)cn2)cc1	9	-0.11	-15	-5	-14	14	x	-0.3	2
43	CC(C)OC(=O)CC12CN3CN(C1)CC(CC(=O)OC(C)C)(C3)C2=O	6	1.6	-10[20 µM]	-2	-8	13	6	0.3	-1
44	O=C(Nc1ccc([N+](=O)[O-])cc1)Nc1ccc(OC(F)F)c(Cl)c1	11	0.59	-7	37	29	15	19	0.3	15
45	COc1ccc(S(=O)(=O)NCCc2ccccc2)cc1	1	-0.0019	-6[20 µM]	-13	-17	15	-2	-0.2	-1
46	Clc1ccc(OCCCCCN2CCCC2)c(Br)c1	8	0.59	-20	-8	0	7	7	-0.1	-1
47	Cc1ccc(OCCn2cc(/C(N)=N/O)c3ccccc32)cc1C	-1	1	-27	-16	-20	8	-39	0.1	-5
48	Cn1cccc1C(=O)NC(=O)CSc1nnc(C2CC2)n1-c1ccccc1	-2	0.3	-9[20 µM]	-27	-3	6	-4	-0.9	6
49	Nc1c(C(=O)O)sc2nc(-c3ccc(F)cc3)cc(-c3ccccc3)c12	3	2.3	-11	1	0	9	x	-0.2	-1
50	CN(C)S(=O)(=O)N1CCN(c2ccc(Cl)cc2)CC1	-4	x	-20	4	1	13	-6	0.5	1
51	CC(/C=N/NC(=O)Cc1cc(=O)[nH][nH]1)=C\c1ccccc1	31	0.34	-9[20 µM]	24	26	5	5	-0.9	2
52	N#CCc1nn(-c2ccccc2)c2ncnc(N)c12	4	-1.9	-9	0	12	4	-21	2.4	-3
53	NC(=S)N/N=C/c1ccc(-c2cc(Cl)cc(Cl)c2)o1	7	-0.023	-6[20 µM]	1	3	2	-7	0.1	3
54	CC1CC(OCC(O)CN2CCN(Cc3ccccc3)CC2)CC(C)(C)C1 (centres undefined)	-8	0.089	-22[20 µM]	-9	3	0	10	-1.6	-4
55	CCN(CC)CCNC1=CC(=O)OC12CCCCC2	11	-0.0083	-12[20 µM]	-7	-20	16	-8	1.7	4
56	O=C1/C(=C\c2ccc3ccccc3c2)CCCc2ccccc21	5	-0.75	-25[20 µM]	-9	-6	13	6	0.7	1
57	COCCNC(=O)CSCc1nc(-c2ccc(SC)cc2)oc1C	-13	x	-17	-1	-24	2	-4	-0.3	-3
58	COCCN1C(=O)c2ccccc2C(C(=O)Nc2ccc3c(c2)OCCO3)C1c1ccc(F)cc1 (centres undefined)	2	-0.38	-19[20 µM]	-17	-41	16	-12	-0.3	6
59	C=CCSc1nnc(-c2cc(C(C)(C)C)nn2Cc2ccc(F)cc2)n1C	4	-0.39	-22	23	-1	2	18	-0.1	-5
60	CN(C)S(=O)(=O)N(CC(=O)NCCSCc1ccc(Cl)cc1)c1ccccc1	0	3.5	-23	x	-13	5	x	0.5	-2
61	Cc1c(CNC2CCC(C)CC2)c(C(=O)O)c(C)n1Cc1ccccc1 (centres undefined)	1	-0.84	-32	-6	21	-1	2	0.0	-4
62	CCOC(=O)c1cnc2cc(C)nn2c1C	2	0.0069	-12[20 µM]	4	8	11	5	0.0	-5
63	CN1CCN(c2nc(NCc3ccco3)nc(N)c2[N+](=O)[O-])CC1	-2	0.14	-7	-2	-9	6	3	0.1	-2
64	Cc1ccc(C(=O)NC(=S)Nc2ccccc2C(F)(F)F)c(C)c1	2	2.5	-17[20 µM]	8	19	18	1	0.1	17
65	CCN(CC)c1ccc(NC(=O)c2cccc(F)c2)c(C)c1	-1	0.061	-10[20 µM]	5	12	13	-2	-0.1	2
66	CCOc1ccc(-n2c(O)cc(=O)[nH]c2=O)cc1	0	0.027	-16	2	11	3	-29	-0.3	-3
67	C=CCN1c2ccccc2[C@]23C[C@@H](C(=O)OC)N=C2NC(C(=O)OC)=C(C(=O)OC)[C@H]13	-3	-0.041	-22	-1	-4	3	8	x	-5
68	Cc1ccc(C(C)C)c(OCC(=O)NNC(=O)C(C(C)C)N2C(=O)c3ccccc3C2=O)c1 (centres undefined)	6	0.29	-2	-3	6	16	x	-0.4	1
69	Cc1ccccc1Cn1ccc(NC(=O)c2cnn3c2NC(c2ccccc2)CC3C(F)(F)F)n1 (centres undefined)	-7	-1.3	-7[20 µM]	20	11	11	-5	-0.9	8
70	COC(=O)/C(=C\c1ccc2c(c1)c1ccccc1n2C)NC(=O)c1ccccc1	20	-1.3	-18	-4	-35	28	x	-0.3	1
71	Cc1c(C(=O)N2CCN(c3ncccn3)CC2)sc2nc3n(c(=O)c12)CCCC3	0	x	-19[20 µM]	-15	-21	4	0	-0.9	1

# High-throughput results: PubChem, several laboratories

# Not all compounds are listed; count on the stated rates, not on these rows.
